Screens from PubChem.
WT yeast gro inh – growth inhibition of WT strain, primary screen, mitochondrial fusion inhibitor project, WT and mutant strains, chemical genetic | mitochondrial fusion phenotypic screen | AID 1362, 2008 | actives 2.1% (n = 190,000) | inhibition, % at 10 µM; in the data active means inhibition above about 58%; tested in S. cerevisiae
Lipid droplet – inhibitors of hepatocyte lipid droplet formation, primary screen, imaging, high-throughput imaging, BODIPY stain; AID 1656, 2009; actives 0.4% (n = 240,000); AML12 mouse hepatocytes, oleate lipid droplets; inhibition, % at 6.5 µM;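 active means lipid droplet intensity inhibited by at least 50%, with more than 500 cells counted; inconclusive means wells with under 300 cells, treated as cytotoxic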
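Material – mouse AML12 hepatocyte cell line, fixed after treatment · Compound dosing – one dose, 6.5 µM compound · Times – compound with oleate, overnight · Measured by – Image-based BODIPY and DAPI two-channel analysis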
Autophagy HCS – autophagy modulators in MEF cells, primary screen, imaging, high-content, MEF GFP-LC3; MEF GFP-LC3 puncta imaging; test concentration mostly 10 µM; calls only at 10 µM (by protocol); actives 0.98% (n = 190,000);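 active means percentage of spot-positive cells more than 3 SD above its plate mean, without a fluorescence outlier flag or 80% toxicity; inconclusive means no clear call, values can overlap the other calls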;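 further: spot-positive cell cutoff set from DMSO-treated cells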
Dynein cargo inh – inhibitors of GR-EGFP nuclear translocation, primary screen, dynein cargo transport inhibitor project, imaging, high-content, 3617.4 mouse cells; test concentration mostly 20 µM; stimulated with dexamethasone, 1 µM; hits give low values; z-score, hits read low; actives 0.47% (n = 220,000);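 active means plate z-score of nuclear minus cytoplasmic receptor signal below a set negative limit, without overly bright fluorescence or cell loss, cut at about -3.5 in these data, passing the limit was not always enough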;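 further: z-score of nuclear minus cytoplasmic ring GR-EGFP intensity difference per well; some compounds called inactive have numbers as strong as hits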
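medium = tetracycline-free induction medium containing charcoal-stripped FBS | also added = 1.0 µM final dexamethasone stimulus | schedule = 48 h induction, 1 h compound, 30 min dex at 37 °C | technique = fixed, Hoechst-stained cells imaged at 10x for EGFP | measure = GR-EGFP nuclear translocation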
HEK293 NOD2/NF-kB – NOD2 signaling inhibitors, cell-based, luminescence, uHTS, HEK293 (AID 1566); HEK293 NOD2/NF-kB luciferase reporter, luminescence; higher % means a stronger effect; actives 0.63% (n = 290,000); inhibition, % at 4 µM, or EC50 in µM where a hit was titrated; in the data active means inhibition above about 50%; further: many of its hits are not listed in these tables
b-catenin transl – modulators of beta-catenin nuclear translocation, primary screen, imaging, HeLa cells, immunofluorescence, high-content. nuclear translocation activity, % at 5 µM. actives 0.3% (n = 190,000). AID 1665, 2009;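 active means nuclear translocation activity above 50% at 5 µM, with a well cell count of 50 or more; inconclusive means wells under 50 cells across six images, flagged as toxic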;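 further: per-cell ratio of nuclear to cytoplasmic median beta-catenin stain intensity; plate controls were DMSO negative control for no effect and GSK-3 inhibitor IX positive control for full effect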
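Test system: HeLa cells, endogenous beta-catenin; Compound: single 5 µM dose plus 0.02–20 µM confirmation series; Times: compound exposure 24 h at 37°C; Signal: fluorescence imaging of beta-catenin antibody stain plus DAPI; Read-out: % activation, nuclear-to-cytoplasmic median beta-catenin signal ratio per cell.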
Ins promoter up – insulin promoter activators in MIN6 cells, imaging, high-content screening, mouse beta cells. actives 0.3% (n = 190,000). MIN6 insulin promoter-GFP reporter; hits give high values. z-score at 5 µM;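 active means z-score above 3 at 5 µM with at least 500 cells counted in the well; inconclusive means wells under 500 cells, flagged as cytotoxic or low count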
Yfh1-off respiration – enhancers of respiration in Yfh1-depleted yeast, dose response, Friedreich's ataxia, plus single-dose screen (AID 1465) | S. cerevisiae Yfh1-off respiration, WST-1 reduction, 72 h; higher fold induction means a stronger effect | fold induction at 50 µM; hits with a dose series show EC50 in µM | actives 0.074% (n = 220,000);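 active means fold induction of absorbance versus untreated yeast above a set limit, then at least 30% activation at any dose in follow-up; inconclusive means repeats straddling the limit, or above it without dose testing; inactive means fold induction below the set limit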;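 further: activators that raise dye reduction in frataxin-depleted yeast; strong numbers were not always called active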
MT stabilizer – microtubule stabilizers in HeLa cells, primary screen, imaging, high-content imaging; actives 0.83% (n = 200,000); HeLa tubulin immunostaining HCS, 24 h; share of cells brighter than vehicle mean+2SD; % tubulin-high responders, % at 10 µM; AID 2205, 2009;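 active means plate Z-score above 3 for both tubulin-high and condensed-nucleus cell shares, with cell loss under 80%, at 10 µM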;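 further: anti alpha tubulin signal scored within the nucleus-defined area of each cell; some results filed as inactive read as strong as hits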
WT yeast gro inh mutant strain – recorded beside WT yeast gro inh, whose call it bears; inhibition, %; mitochondrial fusion phenotypic screen, mutant strain inhibition
Dynein cargo inh cytoplasmic EGFP – further read-out of Dynein cargo inh, marked with its call; z-score; measured here: cytoplasmic GR-EGFP intensity; hits give high values
Dynein cargo inh nuclear GR-EGFP – also measured in Dynein cargo inh; calls as there; z-score; measured here: nuclear GR-EGFP intensity;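 lower value marks the stronger effect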
Dynein cargo inh cell count – further read-out of Dynein cargo inh, marked with its call; z-score; measured here: cell count per field
Ins promoter up cell count – also measured in Ins promoter up; calls as there; cell count; measured here: cytotoxicity, nuclei count;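 total cells summed across four imaged fields per well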
Lipid droplet cells 6.5 µM – recorded beside Lipid droplet, whose call it bears; cell count; measured here: cell count, cytotoxicity flag;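 cells counted across two imaged fields per well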
b-catenin transl cell count 5 µM – further read-out of b-catenin transl, marked with its call; cell count; measured here: cell count, cytotoxicity flag
MT stabilizer Hoechst-high % – further read-out of MT stabilizer, marked with its call; % Hoechst-high responders; measured here: nuclear condensation Hoechst responders;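 share of cells brighter than vehicle mean plus two SD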
MT stabilizer cytotoxicity % – recorded beside MT stabilizer, whose call it bears; toxicity, %; measured here: cytotoxicity by cell density;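 0% = mean cell density of plate MIN control wells and 100% = no cells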
Autophagy HCS cell loss 18 h – further read-out of Autophagy HCS, marked with its call; toxicity, %; measured here: cell loss, nuclei count;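 cell loss after 18 h compound exposure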
The depositor's hits bear a star; i = inactive; ? = inconclusive; . = not tested or not shown; + = active, no number. Only part of the results is shown, so the mix of outcomes need not match the whole.

cpd	SMILES	WT yeast gro inh	WT yeast gro inh mutant strain	Lipid droplet	Lipid droplet cells 6.5 µM	Autophagy HCS	Autophagy HCS cell loss 18 h	Dynein cargo inh	Dynein cargo inh cytoplasmic EGFP	Dynein cargo inh nuclear GR-EGFP	Dynein cargo inh cell count	HEK293 NOD2/NF-kB	b-catenin transl	b-catenin transl cell count 5 µM	Ins promoter up	Ins promoter up cell count	Yfh1-off respiration	MT stabilizer	MT stabilizer Hoechst-high %	MT stabilizer cytotoxicity %
1	CCOC(=O)c1nnn(-c2nonc2N)c1CNc1ccccc1	-1.2	9.3	2.2	781	i	1.0	0.459	-0.144	0.419	0.5	5.8%	.	.	1.07	1212	i	1.5	1.8	1.5
2	COc1ccc(C(C)NC(=O)c2ccc([N+](=O)[O-])cc2)cc1OC (stereo not drawn)	-16.7	10.5	-1.0	563	i	-9.6	-0.905	-0.255	-0.778	0.996	5.6%	0.2	921	.	.	i	1.3	3.5	5.0
3	CCC(CC)C(=O)c1c[nH]c(C(=O)NCCOC)c1	0.7	2.7	1.7	713	i	-30.2	-0.714	-0.326	-0.255	0.602	13.1%	0.1	1458	1.03	1490	i	1.3	1.3	8.0
4	O=C(/C=C/c1ccccc1)Nc1ccc2c(c1)C(=O)NC2=O	8.9	4.5	11.4	673	i	23.4	-0.655	-0.262	0.00902	0.534	-5.7%	0.2	973	-0.34	1603	i	1.6	1.2	3.3
5	COc1ccc(-c2nn(C)c(=O)c3ccccc23)cc1NC(=O)Cn1nc(-c2ccccc2)c2ccccc2c1=O	6.3	-14.5	.	.	i	3.7	-0.667	-0.106	-0.272	1.38	7.5%	0.6	1335	0.78	1325	i	2.2	1.8	7.2
6	O=C(Nc1ccc(N=Nc2ccccc2)cc1)c1ccccc1Cl	-6.1	-4.7	32.6	625	i	10.2	-0.314	-0.248	-0.158	0.503	-40.1%	0.5	1146	-0.34	1564	i	3.6	1.6	3.4
7	O=C(NCc1ccccc1)c1ccc2c(=O)[nH]c3c(C(=O)NCC4CCCO4)sc(=S)n3c2c1 (stereo not drawn)	-5.3	2.9	37.2	637	i	-5.0	-0.469	-0.362	-0.225	0.944	36.5%	-5.1	1084	.	.	i	2.5	2.3	6.0
8	CCCCCCCCCC(=O)N1c2ccccc2NC(=O)C1CC(=O)Nc1ccc(C(=O)O)cc1 (stereo not drawn)	.	.	-16.5	754	.	.	1.42	-0.121	0.742	-2.02	16.7%	0.8	1335	-0.38	984	i	.	.	.
9	CCCCn1c(SCC(=O)c2ccc3c(c2)OCCO3)nnc1-c1ccco1	9.6	19.9	-5.7	693	i	13.1	-0.124	0.253	0.165	1.55	9.8%	-0.3	1093	-0.4	1199	i	2.0	0.2	18.8
10	COc1ccc(NC(=O)CSc2nc(O)cc(=O)[nH]2)c(OC)c1	.	.	8.1	633	.	.	-1.03	-0.798	-0.794	0.0588	16.8%	1.6	1354	-0.11	1087	i	.	.	.
11	O=C1OC(c2ccccc2)=N/C1=C\C=C\c1ccco1	-1.9	2.2	22.3	662	i	-2.8	-1.16	-0.137	-0.424	0.761	-5.9%	0.2	978	0.21	1470	i	1.8	1.3	7.5
12	Cc1cc2oc(=O)c3c(c2cc1OC(=O)c1ccco1)CCCC3	4.9	-5.5	0.4	705	i	-5.0	-0.275	-0.242	-0.179	0.639	-3.8%	5.7	1128	0.48	1245	i	1.9	1.9	3.6
13	Cc1ccc2nsnc2c1NC(=O)c1ccc([N+](=O)[O-])cc1	5.0	4.5	-18.7	619	i	-4.1	0.635	-0.306	0.716	-0.613	31.3%	-1.4	1040	-0.26	1494	i	4.3	2.9	5.9
14	COc1cc(OC)nc(NC(=O)NS(=O)(=O)c2ccc(OC(F)(F)F)cc2)n1	0.4	6.1	.	.	i	13.5	-1.26	-0.155	-0.352	0.491	6.5%	-1.6	919	-0.48	1153	i	3.8	1.5	1.4
15	O=C(c1ccco1)N1CCN(c2c(-c3ccccc3)c3cc(Cl)ccc3[nH]c2=O)CC1	85.8*	19.3*	-0.4	704	i	-19.7	-0.249	-0.186	0.173	-0.919	18.0%	-0.3	998	-1.42	1687	i	3.5	1.2	6.8
16	COc1ccc(C)cc1-n1nnnc1SCC(=O)c1cc(C)n(Cc2ccco2)c1C	-4.4	-8.1	.	.	i	8.3	-1.06	-0.137	-0.137	0.802	-91.7%	-6.3	770	-0.37	1232	i	5.6	3.5	8.2
17	CC(C)Cn1c(N)c(C(=O)COC(=O)c2cc(F)cc(F)c2)c(=O)n(C)c1=O	18.1	-0.1	-14.1	704	i	11.1	-0.715	-0.213	-0.265	0.383	0.8%	-0.3	1012	0.95	1465	i	1.8	1.8	4.1
18	Cc1ccc(C2=NN(C(=O)CCl)C(c3cccs3)C2)o1 (stereo not drawn)	-25.8	0.2	-21.5	582	i	27.5	-4.1*	0.96*	-2.68*	-0.37*	8.81µM*	-1.9	1052	-2.73	636	i	2.7	2.1	2.8
19	Cc1nnsc1C(=O)NNc1c(Cl)cccc1Cl	.	.	.	.	.	.	-0.488	-0.268	-0.473	0.901	-100.6%	-0.8	1368	1.7	1369	i	.	.	.
20	COC(=O)CSC1=C(C#N)C(c2cccc(F)c2)CC(=O)N1 (stereo not drawn)	5.2	-19.1	.	.	i	11.3	-0.504	-0.157	-0.19	0.362	-13.4%	4.6	1364	-0.29	1434	i	26.2	3.8	40.4

Continuation.
cpd	SMILES	WT yeast gro inh	WT yeast gro inh mutant strain	Lipid droplet	Lipid droplet cells 6.5 µM	Autophagy HCS	Autophagy HCS cell loss 18 h	Dynein cargo inh	Dynein cargo inh cytoplasmic EGFP	Dynein cargo inh nuclear GR-EGFP	Dynein cargo inh cell count	HEK293 NOD2/NF-kB	b-catenin transl	b-catenin transl cell count 5 µM	Ins promoter up	Ins promoter up cell count	Yfh1-off respiration	MT stabilizer	MT stabilizer Hoechst-high %	MT stabilizer cytotoxicity %
21	COc1ccc(-c2c(C(C)=O)c(C)nc3sc4c(=O)n(-c5ccc(C)cc5)nnc4c23)cc1	8.4	5.0	.	.	i	-13.4	0.165	-0.189	0.629	-0.124	21.8%	.	.	.	.	.	1.9	1.0	9.3
22	CCCCOc1ccc(C(=O)C(CN2CCOCC2)c2ccccc2)cc1 (stereo not drawn)	18.9	-0.2	18.7	653	+	17.6*	-2.32	0.0354	-1.05	-0.0701	18.4%	?	.	.	.	i	5.3	8.6	9.5
23	CCN1CCCC1CNC(=O)C(=O)Nc1ccccc1 (stereo not drawn)	-6.5	2.3	10.8	777	i	-1.6	-0.104	-0.238	-0.0185	0.547	-9.1%	-1.9	1106	-1.36	1192	.	1.6	2.4	2.7
24	O=C(NCCN1CCOCC1)c1csc2c1CCCCC2	-6.6	-27.1	.	.	i	5.2	1.13	-0.369	0.544	-0.562	13.6%	1.3	1313	0.12	1663	i	3.8	2.6	9.3
25	O=C(N/N=C\c1cc(Br)cs1)C1COc2ccccc2O1 (stereo not drawn)	1.6	-11.3	.	.	i	14.4	0.00867	-0.202	0.125	-0.0283	17.8%	1.2	764	-0.77	1305	i	43.0*	21.0*	35.9*
26	Cc1ccc(N2C(=O)c3ccc(N)cc3C2=O)cc1C	2.8	-4.4	.	.	i	2.1	0.669	-0.15	0.0801	-0.271	-76.1%	-0.7	1279	-0.46	1543	i	4.4	2.5	9.5
27	O=C(Nc1cc(S(=O)(=O)N2CCOCC2)ccc1N1CCOCC1)c1ccc(S(=O)(=O)N2CCCCC2)cc1	-12.1	-27.0	2.3	667	i	1.7	-0.0203	-0.208	-0.0029	-0.828	-19.3%	-1.5	1120	-0.88	1208	i	3.2	2.7	10.8
28	COc1ccc2[nH]c(=O)c(CN(Cc3cccs3)Cc3nnnn3Cc3ccccc3)cc2c1	16.9	7.6	-9.7	731	i	-7.3	1.76	0.174	1.78	-2.43	5.6%	2.4	1169	-1.41	846	i	1.5	1.2	10.6

One compound at a time, from the list above. Order of screens: WT yeast gro inh, WT yeast gro inh mutant strain, Lipid droplet, Lipid droplet cells 6.5 µM, Autophagy HCS, Autophagy HCS cell loss 18 h, Dynein cargo inh, Dynein cargo inh cytoplasmic EGFP, Dynein cargo inh nuclear GR-EGFP, Dynein cargo inh cell count, HEK293 NOD2/NF-kB, b-catenin transl, b-catenin transl cell count 5 µM, Ins promoter up, Ins promoter up cell count, Yfh1-off respiration, MT stabilizer, MT stabilizer Hoechst-high %, MT stabilizer cytotoxicity %
Results for CCN1CCCC1CNC(=O)C(=O)Nc1ccccc1 (stereo not drawn) : -6.5, 2.3, 10.8, 777, i, -1.6, -0.104, -0.238, -0.0185, 0.547, -9.1%, -1.9, 1106, -1.36, 1192, ., 1.6, 2.4, 2.7
Results for O=C(NCCN1CCOCC1)c1csc2c1CCCCC2 : -6.6, -27.1, ., ., i, 5.2, 1.13, -0.369, 0.544, -0.562, 13.6%, 1.3, 1313, 0.12, 1663, i, 3.8, 2.6, 9.3
Results for COc1ccc2[nH]c(=O)c(CN(Cc3cccs3)Cc3nnnn3Cc3ccccc3)cc2c1 : 16.9, 7.6, -9.7, 731, i, -7.3, 1.76, 0.174, 1.78, -2.43, 5.6%, 2.4, 1169, -1.41, 846, i, 1.5, 1.2, 10.6
